PAX8 inh HTS: inhibitors of PAX8 transcriptional activity in RMG-I cells | 360,000 tested, 1.2% active | RMG-I TPO-luciferase reporter, SteadyGlo, 24 h | AID 652154 | inhibition, % at 12.6 µM;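 active means mean replicate inhibition at least 60% with every replicate also reaching 60%; inconclusive means only one of the two criteria is met; inactive means mean below 60% and not all replicates reaching 60%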;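 further: luciferase light reporting Pax8 driven TPO promoter activity; plate controls were median of neutral control wells for no effect and mitoxantrone controls for full effect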
EWS-Fli block: EWS/Fli transcriptional activity inhibition | A673 NR0B1-luciferase reporter, viability-normalised | inhibition, % at 12.6 µM | 350,000 tested, 0.67% active | AID 651661;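 active means mean inhibition of at least 50% after viability correction, with every replicate also passing that limit; inconclusive means mean reaches 50% but only one of two replicates passes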;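 further: firefly luciferase signal divided by Alamar Blue viability fluorescence both relative to DMSO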
ERAP1 HTS inh: blocks human ERAP1 aminopeptidase activity. inhibition, % at 10.7 µM. 340,000 tested, 0.15% active. Q9NZ08. recombinant ERAP1, Leu-AMC fluorescence, 60 min. AID 652197;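 active means mean replicate inhibition of at least 30%, or all replicates individually reaching that 30% level; inactive means mean below 30% and not every replicate reaching it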;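 further: 0% = neutral control wells and 100% = L-leucinethiol positive control wells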
Target sequence (Q9NZ08 whole entry, looked up): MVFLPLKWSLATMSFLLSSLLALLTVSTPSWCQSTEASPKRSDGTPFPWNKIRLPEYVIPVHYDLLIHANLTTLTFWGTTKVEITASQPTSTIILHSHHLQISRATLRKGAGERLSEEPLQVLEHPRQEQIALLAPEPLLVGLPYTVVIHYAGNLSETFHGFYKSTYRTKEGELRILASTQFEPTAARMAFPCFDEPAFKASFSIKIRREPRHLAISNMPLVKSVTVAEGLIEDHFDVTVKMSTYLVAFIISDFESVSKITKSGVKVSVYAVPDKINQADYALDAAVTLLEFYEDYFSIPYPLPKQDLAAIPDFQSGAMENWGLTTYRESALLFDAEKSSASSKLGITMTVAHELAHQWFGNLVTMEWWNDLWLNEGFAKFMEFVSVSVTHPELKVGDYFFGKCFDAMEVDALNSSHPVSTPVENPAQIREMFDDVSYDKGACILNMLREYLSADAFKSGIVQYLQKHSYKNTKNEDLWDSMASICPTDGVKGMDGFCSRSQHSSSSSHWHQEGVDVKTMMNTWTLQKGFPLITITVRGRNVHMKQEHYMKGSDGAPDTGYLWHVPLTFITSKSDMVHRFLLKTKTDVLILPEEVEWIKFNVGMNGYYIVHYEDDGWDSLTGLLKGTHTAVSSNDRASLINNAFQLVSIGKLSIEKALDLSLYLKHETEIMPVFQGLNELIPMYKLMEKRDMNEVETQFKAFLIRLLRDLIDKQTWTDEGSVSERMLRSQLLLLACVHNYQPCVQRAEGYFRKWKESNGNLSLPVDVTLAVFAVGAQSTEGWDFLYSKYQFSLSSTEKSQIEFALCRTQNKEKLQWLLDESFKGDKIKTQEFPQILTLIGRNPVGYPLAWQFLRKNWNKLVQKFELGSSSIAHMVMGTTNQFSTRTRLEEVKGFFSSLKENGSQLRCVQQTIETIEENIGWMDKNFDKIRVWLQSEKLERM
S100A4 inh HTS: blocks human S100A4 binding to myosin IIA peptide; inhibition, % at 10.7 µM; 360,000 tested, 0.14% active; P26447; S100A4/TAMRA-MyoIIA peptide fluorescence polarization;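 active means mean inhibition of at least 70% across replicates, with every replicate also reaching that level; inconclusive means mean inhibition reaches 70% but some replicates fall short; inactive means mean inhibition below 70%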
Target sequence (P26447 whole entry, looked up): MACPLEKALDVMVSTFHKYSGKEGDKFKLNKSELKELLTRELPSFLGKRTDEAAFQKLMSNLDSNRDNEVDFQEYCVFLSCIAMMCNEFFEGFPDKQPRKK
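Test system – S100A4 monomer (human) · Compound – single-point compound testing · Schedule – 5 min incubation before reading · Probe or stimulus – TAMRA-labelled myosin IIA heavy-chain peptide probe, 5 nM · Benchmarks – neutral control DMSO, positive control TFP · Medium – Calcium-containing HEPES buffer, pH 7.2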
LGR2 inh: Drosophila LGR2 receptor signaling inhibition. HEK293 LGR2, CRE-luciferase, bursicon-stimulated, 4 h. inhibition, % at 9.99 µM. 380,000 tested, 0.35% active;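 active means drop in luminescence signal, shown as inhibition above about 50% in the replicate tests, limit read from the data, passing the limit was not always enough; inconclusive means probably only some replicates passing the limit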;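 further: agonist challenge used bursicon conditioned medium at about half maximal strength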
PGC1a acetyl inh: modulators of PGC1a acetylation; AID 651687; U2OS PGC1a acetylation, AlphaScreen anti-acetyl-lysine; with virally co-expressed GCN5 acetyltransferase; inhibition, % at 15.6 µM; 350,000 tested, 0.17% active;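 active means every replicate shows inhibition of at least 40%; inconclusive means mean inhibition at least 40% but some replicate below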;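 further: 0% = neutral control wells and 100% = positive control wells; some results beyond the cut were filed as inactive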
FN deposit inh: fibronectin deposition inhibition | inhibition, % at 12.6 µM | AH1F fibroblasts, Alexa488-fibronectin deposition fluorescence, overnight | 350,000 tested, 0.086% active;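 active means mean inhibition across replicates of 30% or more, regardless of how many single replicates reach that level; inconclusive means mean under 30% yet at least half of replicates reach 30%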;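 further: positive control wells lacked labelled fibronectin entirely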
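Material: AH1F fibroblasts assembling fluorescent fibronectin matrix; amount: 10000 AH1F cells/well; medium: DMEM, 2% serum; reagent: Alexa488-fibronectin, 24 nM final in well; dosing: single compound dose, delivered by pin transfer; incubation: 1 h adhesion, overnight exposure; detection: fluorescence after three HBSS washes, excitation 485 nm, emission 525 nm; measure: fibronectin deposition inhibition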
PglD inh: PglD (C. jejuni) enzyme inhibition. purified PglD enzyme, DTNB colorimetric CoA detection. inhibition, % at 12.5 µM. 360,000 tested, 0.098% active. AID 602405; in the data active means inhibition above about 16%, passing the limit was not always enough; inconclusive means no clear call, values can overlap the other calls; further: strong numbers were not always called active
* marks the source's active call; other numbers are inactive results; ? = inconclusive; / = no result given; & = joins results of further samples.

Each structure is followed by: PAX8 inh HTS, EWS-Fli block, ERAP1 HTS inh, S100A4 inh HTS, LGR2 inh, PGC1a acetyl inh, FN deposit inh, PglD inh
(1) Cc1cc(NC(=O)CSc2nc(-c3ccccc3)nc3c2c(=O)n(C)c(=O)n3C)no1
    0, -6, 4, -3, 11, -4, -3, -4
(2) COc1ccccc1N1CCN(C(=O)c2cccs2)CC1
    -18, -6, 2, -4, -11, 0, /, -4
(3) Cc1noc(C)c1NC(=O)Nc1cccc2c1O[C@@H](CN(C)CC1CCCCC1)[C@H](C)CN([C@@H](C)CO)C2=O
    -10, -5, -3, -4, -1, 3, /, 5
(4) Cc1ccc(S(=O)(=O)Nc2ccc3c(c2)C(=O)N([C@H](C)CO)C[C@@H](C)[C@H](CN(C)S(=O)(=O)c2c(C)noc2C)OCCCC[C@@H](C)O3)cc1
    19, 12, -2, -15, 2, -10, -6, -3
(5) COc1ccc(CN(C)C[C@H]2Oc3ccc(NC(=O)Nc4ccccc4)cc3C(=O)N([C@H](C)CO)C[C@H]2C)cc1
    /, -6, -6, -1, -5, -8, /, 16
(6) Cn1c(=O)c2cc(NC(=O)OCCF)ccc2n1Cc1cccc(C(F)(F)F)c1
    7, 12, 7, -5, 4, 8, 1, 6
(7) Cc1ccccc1NC(=O)CSc1nnc(Cc2cccn2C)n1-c1ccc(F)cc1
    1, 6, 0, -3, -1, 0, 2, 4
(8) CN(C(=O)CS(=O)(=O)c1cn(CC(=O)N2CCCC2)c2ccccc12)c1ccccc1
    1, /, -5, 1, 15, /, /, -2
(9) COc1ccccc1CNc1nc(NCc2ccccc2)nc2ccsc12
    45, 17, 0, 1, 33, 0, /, 0
(10) O=S(=O)(NC(=S)c1ccccc1)c1ccccc1
    17, -6, 1, -3, /, /, -2, /

Next part
Each structure is followed by: PAX8 inh HTS, EWS-Fli block, ERAP1 HTS inh, S100A4 inh HTS, LGR2 inh, PGC1a acetyl inh, FN deposit inh, PglD inh
(11) CCCCC1CC(=O)NC1(C(=O)OCC)C(=O)OCC (stereo not given)
    4, -2, 1, -4, 13, 8, 1, /
(12) O=C(O)CCSc1nnc(COc2cccc3cccnc23)n1-c1ccccc1
    14, -20, -1, -3, /, 2, -6, /
(13) COc1ccc(/C=N/Nc2nc(Nc3ccccc3)nc(N3CCCC3)n2)cc1
    11, -3, -1, 8, 4, -2, -2, /
(14) CC(C)c1ccc2c(c1)C(c1ccc(N3CCOCC3)cc1)=NNC(c1cccs1)=N2
    -41, /, /, /, /, 1, 2, -2
(15) O=C1CC(c2cccc(Cl)c2)CC(O)=C1C=NC1CCCC1 (stereo not given)
    24, -3, -5, -2, -14, 4, 1, 5
(16) C[C@H]1CN([C@@H](C)CO)C(=O)c2cc(NS(=O)(=O)c3ccc(F)cc3)ccc2O[C@@H]1CN(C)S(=O)(=O)c1cn(C)cn1
    /, -11, -1, 3, -2, 5, /, /
(17) CCCCCC(=O)NC(=S)Nc1cccc(C(C)=O)c1
    7, 7, -2, -2, -16, -2, 7, 2
(18) Cc1ccc(S(=O)(=O)Nn2c(O)c(C=C3N=c4ccccc4=N3)sc2=S)cc1
    13, 8, /, 3, -8, 1, -6, /
(19) O=C(Nc1ccccc1F)Nc1cc(S(=O)(=O)N2CCOCC2)ccc1N1CCCC1
    -1, -2, 1, 4, 7, -1, 6, /
(20) COc1ccc(S(=O)(=O)N(C)C[C@H]2Oc3c(NS(=O)(=O)c4ccc(Cl)cc4)cccc3C(=O)N([C@@H](C)CO)C[C@@H]2C)cc1
    -5, -2, /, /, 1, 4, -9, -1

(listing goes on)
Each structure is followed by: PAX8 inh HTS, EWS-Fli block, ERAP1 HTS inh, S100A4 inh HTS, LGR2 inh, PGC1a acetyl inh, FN deposit inh, PglD inh
(21) CCOC(=O)C1=CN(Cc2cccc(F)c2)S(=O)(=O)N(C)C1c1ccccc1 (stereo not given)
    5, -17, 6, -12, -1, -1, /, -1
(22) COc1ccc(CNC(=O)c2onc(C)c2Cl)cc1
    14, 2, 0, 3, -35, 1, -21, 2
(23) CCOc1cc(/C=N/NC(=O)c2cccnc2)ccc1OCc1ccc(C(=O)OC)o1
    -3, 8, 3, -1, -19, 0, 9, /
(24) O=C(c1cccnc1)N1CCCCN2[C@H](CO)[C@H](c3ccc(C#Cc4cccnc4)cc3)[C@@H]2C1
    -25, -5, /, /, 4, 16, /, 1
(25) COc1ccc2c3c([nH]c2c1)[C@@H](CO)N(C)CC31CN(C(=O)NC(C)C)C1
    /, 9, 0, -13, 9, -3, /, /
(26) C[C@@H]1CN([C@@H](C)CO)C(=O)CCCn2nncc2CO[C@@H]1CN(C)C
    /, -1, /, /, -16, 9, 3, /
(27) O=[N+]([O-])c1ccccc1S(=O)(=O)N1CCc2ccccc2C1
    0, -2, 0, 0, /, -4, -10, /
(28) C[C@@H]1CN([C@@H](C)CO)C(=O)Cc2cc(NS(=O)(=O)c3ccccc3)ccc2O[C@@H]1CN(C)CC1CCCCC1
    -12, 7, 1, 5, -5, /, /, -1
(29) COc1cc(OC)cc(C(=O)NCC(=O)OC(C)C(=O)NC(C)C2CC3CCC2C3)c1 (stereo not given)
    12, -6, 2, -2, -7, -2, -3, -5
(30) O=C(Oc1cccc2cccnc12)c1cccc([N+](=O)[O-])c1
    0, 7, 1, 3, -4, /, -4, /

Next part:
Each structure is followed by: PAX8 inh HTS, EWS-Fli block, ERAP1 HTS inh, S100A4 inh HTS, LGR2 inh, PGC1a acetyl inh, FN deposit inh, PglD inh
(31) C[C@@H]1CCCCO[C@@H](CN(C)C(=O)C2CCCCC2)[C@H](C)CN([C@H](C)CO)C(=O)c2cc(NC(=O)CCC(F)(F)F)ccc2O1
    /, 7, -1, 4, -11, -3, /, -1
(32) CCCNC(=O)N(C)C[C@@H]1Oc2cc(-c3cccnc3)ccc2S(=O)(=O)N([C@H](C)CO)C[C@H]1C
    /, -1, -3, 5, 13, 2, /, -2
(33) COc1cccc(S(=O)(=O)Nc2ccc3c(c2)[C@H]2C[C@@H](CC(=O)NCC(F)(F)F)O[C@@H](CO)[C@H]2O3)c1
    -11, -7, -1, 0, -15, -3, 0, 4
(34) Cc1cccc(S(=O)(=O)N2C[C@@H](O)COC[C@H]3O[C@H](CC(=O)N4CCN(C)CC4)CC[C@@H]32)c1
    11, 1, 1, -6, 0, -1, -2, 6
(35) C[C@@H]1CN([C@H](C)CO)C(=O)CCCn2nncc2CO[C@H]1CN(C)Cc1ccccc1C(=O)O
    -5&-3, -15&2, 0&-7, -8&-7, -15, -3, -13&1, -7&2
(36) O=S1(=O)CCN(Cc2cccnc2)CC1
    -2, -5, 0, -1, -20, 10, 0, -1
(37) COc1ccccc1C(C)NC(=O)c1ccc(NC(=O)CC2SC(N3CCCC3)=NC2=O)cc1 (stereo not given)
    3, 3, 1, -17, 1, 2, -1, -2
(38) Cc1ccc(C(=O)C(C)OC(=O)C2CCN(c3ccc(C(F)(F)F)cn3)CC2)cc1 (stereo not given)
    18, 5, -3, -1, -6, /, 1, /
(39) Cc1noc(C)c1S(=O)(=O)Nc1ccc2c(c1)C(=O)N([C@@H](C)CO)C[C@@H](C)[C@@H](CN(C)C(=O)Nc1cccc3ccccc13)O2
    /, -1, 2, -1, 34, -8, /, 0
(40) COc1ccc(N2CCN(C(=O)c3ccc(-c4nc5ccccc5s4)o3)CC2)cc1
    -34, -23, 1, -10, /, 2, -1, 1

The list continues.
Each structure is followed by: PAX8 inh HTS, EWS-Fli block, ERAP1 HTS inh, S100A4 inh HTS, LGR2 inh, PGC1a acetyl inh, FN deposit inh, PglD inh
(41) COc1ccc(C2CC(c3cccs3)=NN2c2nc(C)c(C(C)=O)s2)cc1OC (stereo not given)
    -20, 11, 1, -2, -10, -83, 3, 2
(42) O=C(N/N=C/c1cc([N+](=O)[O-])ccc1O)c1c[nH]c2ccccc12
    17, 18, -4, 7, 16, 8, 8, /
(43) CC(C)C#Cc1ccc2c(c1)O[C@@H](CN(C)Cc1ccccc1)[C@H](C)CN([C@H](C)CO)S2(=O)=O
    /, ?, 1, 8, 5, 30, 22, -1
(44) CNC[C@H]1Oc2cc(-c3cncnc3)ccc2S(=O)(=O)N([C@@H](C)CO)C[C@H]1C
    /, 1, -5, -17, 0, 4, -1, 4
(45) C[C@@H](O)C#Cc1ccc([C@@H]2[C@H]3CN(CC4CC4)CCCCN3[C@H]2CO)cc1
    -26, -9, 0, -13, 2, 7, -14, 3
(46) C[C@@H]1CCCCO[C@H](CN(C)S(=O)(=O)c2cn(C)cn2)[C@@H](C)CN([C@@H](C)CO)C(=O)c2cc(NC(=O)Nc3ccc(F)cc3)ccc2O1
    -13, 3, 5, 2, 17, -8, -1, -7
(47) O=S(=O)(c1ccc(Br)s1)N1CCc2ccccc2C1
    /, -10, 5, -2, 4, -26, /, 4
(48) COC(=O)CN1C(=O)C(C)=C(c2ccc(C)cc2)S1(=O)=O
    /, -11, 6, 2, -4, 14, /, 2
(49) O=C1/C(=C/c2cccs2)COc2ccccc21
    34, -84, -1, 13, -5, /, 3, /
(50) CCN(Cc1ccncc1)Cc1ccc(OC)cc1OC
    -3, 11, -3, -5, 11, -6, 4, 1

(continued)
Each structure is followed by: PAX8 inh HTS, EWS-Fli block, ERAP1 HTS inh, S100A4 inh HTS, LGR2 inh, PGC1a acetyl inh, FN deposit inh, PglD inh
(51) S=c1nc(COc2ccccc2)[nH]c2ccccc12
    -52, -33, -2, 1, -36, /, 2, -3
(52) CN1CCN(Cc2cccc(Oc3ccccc3)c2)CC1
    /, 1, 3, 2, -14, -1, /, -1
(53) CC(C)OCCCNC(=S)N1CCC(C(=O)c2ccc3c(c2)OCCO3)CC1
    21, -5, 1, -2, -9, 4, /, /
(54) CCCC#Cc1ccc([C@@H]2[C@H]3CN(C(=O)CN4CCOCC4)CC(=O)N3[C@H]2CO)cc1
    /, -3, 1, 0, 6, 6, /, /
(55) O=C(NC(Nc1nc2ccc([N+](=O)[O-])cc2s1)(C(F)(F)F)C(F)(F)F)c1ccccc1Cl
    101*, 33, 5, -1, 35, /, 14, /
(56) CCS(=O)(=O)N1CCN(S(=O)(=O)c2ccc3ccccc3c2)CC1
    19, 1, -4, 1, 13, /, 12, -1
(57) CCCC(=O)Nc1ccc2c(c1)OC[C@H](C)N(Cc1ccc(-c3ccccn3)cc1)C[C@H](C)[C@H](OC)CN(C)C2=O
    /, 11, 1, 0, 3, /, 3, 4
(58) CN(CC(=O)Nc1c(Cl)cccc1Cl)CC(=O)N1CCc2ccccc21
    -4, -2, 2, -5, 10, 1, -7, -3
(59) COc1cc(OC)cc(C(=O)Nc2nc(CC(=O)NCc3ccccc3OC)cs2)c1
    15, -4, 1, -5, 7, -8, 4, 4
(60) COc1cc(/C=C/c2nnc3c4ccccc4ncn23)cc(OC)c1OC
    10, 1, 4, -1, 22, /, 4, /
(61) CCOc1ccccc1N1CN(C2CCCCC2)CNC1=S
    6, -2, 3, -4, -6, 9, -13, 0
(62) C[C@H](CO)N1C[C@H](C)[C@@H](CN(C)Cc2ccccc2)Oc2ccc(NC(=O)CCN3CCOCC3)cc2C1=O
    -6, 0, -2, 6, /, /, /, -1
(63) N#C/C(=C/c1ccc(OCc2ccc(C(=O)O)cc2)c(Br)c1)c1cccc(F)c1
    -3, 2, 2, -26, 10, 96*, 7, /

Compound activity as filed in PubChem BioAssay.
